Assay outcomes from PubChem.
EPAC1 antagonist – blocks human EPAC1 exchange factor. EPAC1 GEF assay, Rap1b-BODIPY-GDP exchange fluorescence. 360,000 tested, 0.14% active. O95398. Potency, µM (doses to about 115 µM), for inactives: at the highest dose activity change, negative = inhibition, most hits filed as inhibitors;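 further: plate controls were vehicle for no effect and positive control for full effect; nearly all actives have a fitted effect of over 50% in size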
Target sequence (O95398 whole entry, looked up): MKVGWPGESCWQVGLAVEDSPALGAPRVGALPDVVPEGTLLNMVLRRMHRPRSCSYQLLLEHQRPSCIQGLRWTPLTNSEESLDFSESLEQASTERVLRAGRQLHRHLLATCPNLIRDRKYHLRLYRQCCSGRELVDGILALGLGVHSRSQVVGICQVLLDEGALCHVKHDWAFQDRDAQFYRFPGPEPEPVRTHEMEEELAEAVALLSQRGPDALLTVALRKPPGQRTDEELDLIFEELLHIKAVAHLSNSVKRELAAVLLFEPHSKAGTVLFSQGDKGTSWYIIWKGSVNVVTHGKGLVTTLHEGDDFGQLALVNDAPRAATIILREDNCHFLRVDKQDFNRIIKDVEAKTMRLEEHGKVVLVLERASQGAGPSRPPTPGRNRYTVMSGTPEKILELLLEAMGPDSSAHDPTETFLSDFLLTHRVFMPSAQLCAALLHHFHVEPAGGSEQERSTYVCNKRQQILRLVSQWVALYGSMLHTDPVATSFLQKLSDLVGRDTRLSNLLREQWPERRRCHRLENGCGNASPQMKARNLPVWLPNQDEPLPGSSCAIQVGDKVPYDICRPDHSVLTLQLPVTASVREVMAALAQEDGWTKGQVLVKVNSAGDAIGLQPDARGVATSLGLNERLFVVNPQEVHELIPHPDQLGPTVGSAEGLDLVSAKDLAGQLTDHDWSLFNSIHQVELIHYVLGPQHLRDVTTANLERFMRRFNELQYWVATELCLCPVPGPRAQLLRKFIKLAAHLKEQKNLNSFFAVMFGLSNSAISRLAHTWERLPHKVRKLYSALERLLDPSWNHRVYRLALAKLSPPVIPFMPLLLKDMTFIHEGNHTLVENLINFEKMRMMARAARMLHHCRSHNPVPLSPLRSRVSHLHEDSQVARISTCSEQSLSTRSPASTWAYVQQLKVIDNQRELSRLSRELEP
PTHR1 agonist – activates the human parathyroid hormone receptor PTHR1; 410,000 tested, 0.075% active; Potency, µM (series often up to 115 µM), for inactives: at the highest dose activation, actives largely listed as activators; HEK293 GP2 PTHR1 cells, GloSensor cAMP luminescence, 1 h; AID 743266; further: nearly all actives have a fitted effect of over 55% in size; some results filed as inactive show a strong effect at the top dose; inactives centre near -15; many of its hits are not listed in these tables
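HEK-293-derived GP2 cells expressing PTHR1 and a GloSensor cAMP reporter, 3,000/well, plated overnight, given luciferin plus IBMX (each 0.5 mM as added) for 1 h at 37 °C, then compound for 1 h at 37 °C. Luminescence was read after 15 min at room temperature.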
EPAC2 ag – agonists of human EPAC2 (RAPGEF4). Q8WZA2. EPAC2 activation, biochemical qHTS; response scale: 100% = 6.5 mM cAMP response. Potency, µM (top dose mostly 154 µM), for the others: at the highest dose activation, hits mostly activators. 360,000 tested, 0.079% active. AID 720711; further: nearly all actives have a fitted effect of over 50% in size
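Fluorescence exchange assay: 100 nM EPAC2 with 250 nM RAP1B-BODIPY-GDP and 50 uM GDP; compounds tested as a concentration-titration series (qHTS). Loss of Rap1-bound BODIPY-GDP fluorescence read at 480/540 nm; data normalized to 6.5 mM cAMP.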
TDP43 rescue – rescues yeast growth from TDP-43 toxicity | TDP-43 expressing yeast growth rescue, BacTiter-Glo, 24 h | Potency, µM (top dose mostly 46.1 µM), for the others: at the top dose growth rescue (activation), actives largely listed as activators | 410,000 tested, 1.8% active; further: % of control where 0% means no effect; nearly all actives have a fitted effect of over 50% in size
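Growth rescue of TDP-43-toxic yeast measured as ATP luminescence (BacTiter-Glo). Cells grown to mid-log in raffinose, induced in galactose at OD600=0.02, exposed to compound 24 hr at 30 deg C.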
EPAC2 antag – blocks human EPAC2 exchange factor. Q8WZA2. EPAC2 GEF exchange of Rap1B-BODIPY-GDP, fluorescence. Potency, µM (highest dose often 114 µM), for inactives: at the top dose activity, negative = inhibition, actives largely listed as inhibitors. 360,000 tested, 0.18% active; further: on the % scale 0 is the no-effect control and ±100 the full control effect; nearly all actives have a fitted effect of over 45% in size; many of its hits are not listed in these tables
FUS suppressor – rescues growth of FUS-expressing yeast. 390,000 tested, 0.24% active. S. cerevisiae FUS-expressing, growth rescue, OD600, 24 h. AID 1347120. Potency, µM (highest dose often 76.6 µM), for the others: at the highest dose growth rescue (activation), hits mostly activators;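 further: plate controls were DMSO vehicle for no effect and reference control for full effect; nearly all actives have a fitted effect of over 55% in size; some results filed as inactive show a strong effect at the top dose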
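Read-out: OD at 600 nm after 24hr at 30C, reporting rescue of FUS-induced yeast toxicity. Cells at OD 0.005 in galactose (2%) minimal medium; compounds tested in a dilution series; CP55940 titration from 92uM final as control.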
aSyn yeast inh – inhibitors of alpha-synuclein toxicity in yeast; Yeast expressing alpha-synuclein, growth rescue, BacTiter-Glo, 24 h; Potency, µM (series often up to 46.1 µM), for the others: top-dose growth rescue (activation), most hits filed as activators; 370,000 tested, 0.14% active; AID 652106; further: % of control where 0% means no effect; nearly all actives have a fitted effect of over 65% in size
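Rescue of yeast growth: cells expressing toxic alpha-synuclein, induced in galactose at OD600 0.02, incubated with compound 24 h at 30 C. ATP luminescence quantified growth; inhibitors of toxicity appear as activators.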
EPAC1 agonist – agonists of human EPAC1; 360,000 tested, 0.073% active; EPAC1 agonist qHTS, biochemical assay; response scale: 100% = response to 6.5 mM cAMP; Potency, µM (series often up to 154 µM), for the others: at the highest dose activation, hits mostly activators; O95398; further: nearly all actives have a fitted effect of over 60% in size
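EPAC1 100 nM, Rap1B–BODIPY-GDP 250 nM, unlabeled GDP 50 uM; compound titration; 5 min RT; kinetic read ex480/em540 at 5-min intervals ×30 min; data normalized to 6.5 mM cAMP agonist control.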
The depositor's hits bear a star; i = inactive; ? = inconclusive; . = no result given; [ ] = remark or other dose. The call rests on the fitted dose curve; in most records, active means well fitted curve in the direction sought with a large enough effect; inconclusive means small, poorly fitted or top-dose-only effect, or another doubt; inactive means no such curve, though single readings can be large; an effect the other way counts as inactive or inconclusive. Potency means the concentration at half of the fitted maximal effect. Some of the compounds tested; rates above refer to the full screens.

SMILES	EPAC1 antagonist	PTHR1 agonist	EPAC2 ag	TDP43 rescue	EPAC2 antag	FUS suppressor	aSyn yeast inh	EPAC1 agonist
COc1ccc(CCNC(=O)CSc2nc3[nH]ncc3c(=O)n2-c2cccc(C(F)(F)F)c2)cc1OC	-15%	i	2%	21%	1%	17%	3%	-3%
COc1ccc(S(=O)(=O)Nc2c(C)nn(C)c2C)cc1Br	11%	-44%[inhibitor]	-3%	11%	?	?	2%[1.84 µM]	-12%
c1ccc(C2C/C(=N\N3CCOCC3)c3ccccc3O2)cc1 (stereo not drawn)	-1%	i	-8%	19%	9%	.	1%	-3%
COc1ccc2c(C)c(Cl)c(=O)oc2c1	2%	-25%[57.5 µM]	-11%	4%	4%	5%	1%	0%
CC(C)Cc1nnc(NC(=O)CC(C)c2ccccc2)s1 (stereo not drawn)	-3%	-19%	12%	-4%	5%	-4%	0%	0%
CCNC(=O)c1ccccc1NC(=O)c1cccc(S(=O)(=O)N2CCC(C)CC2)c1	-2%	-12%[57.5 µM]	3%	15%	-5%	31%	9%	6%
Cc1ccccc1Nc1nc(N)nc(COC(=O)c2ccc(S(=O)(=O)N(C)C)cc2)n1	3%	-27%	5%	17%	-2%	.	7%	-5%
C=CCSC1=Nc2cc(OC)c(OC)cc2C2=NC(=O)CN12	-16%	-23%	3%	13%	0%	3%	-2%	6%
CN(C)CCCSc1nc2ccccc2s1	-3%	?	9%	-4%	9%	-20%	-18%	4%
CC(c1cccs1)N(C(=O)Nc1ccccc1)C1CCCCC1 (stereo not drawn)	11%	i	10%	-19%	11%	13%	0%	3%
CNC[C@@H]1Oc2cc(Br)ccc2S(=O)(=O)N([C@H](C)CO)C[C@H]1C	-18%	-11%	10%	?	3%	-16%	2%	14%
CCN(CC)S(=O)(=O)c1ccc(C)c(NC(=O)CNCCN(C(C)C)C(C)C)c1	17%	-41%	0%	1%	22%	-23%	-2%	-9%
O=C1C=C(O)CC(c2ccco2)C1 (stereo not drawn)	-5%	-17%[57.5 µM]	?	-8%	4%	22%	15%	3%
Cc1cccc2sc(NNC(=O)c3ccc4c(c3)OCCO4)nc12	-17%	i	14%	35µM*	1%	37%	14%	-3%
O=C(Cc1ccc2c(c1)OCCO2)N1CCN(S(=O)(=O)c2cccc(C(F)(F)F)c2)CC1	10%	i	13%	11%	13%	.	2%	-4%
O=C(C(Cc1ccccc1)N1C(=O)c2ccccc2C1=O)N1c2ccccc2CCc2ccccc21 (stereo not drawn)	-12%	i	19%	-2%	-6%	36%	2%	8%
CC(C)c1cn(C2OC(COC(=O)c3ccccc3)C(OC(=O)c3ccccc3)C2OC(=O)c2ccccc2)c(=O)[nH]c1=O (stereo not drawn)	-8%	-3%	7%	.	12%	-4%	.	-3%
CC(C)COC(=O)C1[C@H]2C(=O)N(Cc3cccs3)C[C@]23C=C[C@H]1O3 (stereo partly drawn)	4%	i	6%	-19%	4%	-4%	0%	8%
CC(C)C(NS(=O)(=O)c1ccc2c(c1)oc(=O)n2C)C(=O)N1CCN(Cc2ccccc2)CC1 (stereo not drawn)	-2%	-24%	-2%	19%	12%	-18%	0%	-15%
Cc1nc2ncnn2c(N2CCN(c3cccc(C(F)(F)F)c3)CC2)c1C	-4%	-17%[57.5 µM]	4%	?	2%	46%	5%	0%
CCc1c(C)nc(N)nc1OCC(F)(F)C(F)F	-5%	-29%	-4%	-21%	-3%	-13%	4%	-3%
CC(C)(C)NC(=O)CC1C(=O)NCCN1Cc1c(F)cccc1Cl (stereo not drawn)	-1%	-13%	6%	-28%	32%	29%	-6%	-1%
C/C(=C\C(=O)c1ccc(Br)cc1)NCc1ccc2c(c1)OCO2	11%	-8%[57.5 µM]	1%	-4%	1%	6%	-5%	16%
Clc1ccccc1Cn1nnc2c(NCC3CC3)ncnc21	-1%	i	9%	12%	-1%	-2%	-14%	6%
COc1cc(OC)cc(C(=O)Oc2c(CN3CCOCC3)cc(Cl)c3cccnc23)c1	-20%	i	15%	-9%	3%	6%	-4%	3%

Part of the list above, comma-delimited.
SMILES,EPAC1 antagonist,PTHR1 agonist,EPAC2 ag,TDP43 rescue,EPAC2 antag,FUS suppressor,aSyn yeast inh,EPAC1 agonist
C/C(=C\C(=O)c1ccc(Br)cc1)NCc1ccc2c(c1)OCO2,11%,-8%[57.5 µM],1%,-4%,1%,6%,-5%,16%
Clc1ccccc1Cn1nnc2c(NCC3CC3)ncnc21,-1%,i,9%,12%,-1%,-2%,-14%,6%

Sorted by value in PTHR1 agonist (smallest number first): 3 from the list above
compound | EPAC1 antagonist | PTHR1 agonist | EPAC2 antag
CCN(CC)S(=O)(=O)c1ccc(C)c(NC(=O)CNCCN(C(C)C)C(C)C)c1 | 17% | -41% | 22%
CCc1c(C)nc(N)nc1OCC(F)(F)C(F)F | -5% | -29% | -3%
CC(C)(C)NC(=O)CC1C(=O)NCCN1Cc1c(F)cccc1Cl (stereo not drawn) | -1% | -13% | 32%

(listing goes on)
SMILES	EPAC1 antagonist	PTHR1 agonist	EPAC2 ag	TDP43 rescue	EPAC2 antag	FUS suppressor	aSyn yeast inh	EPAC1 agonist
O=C(/C=C/c1cc(Br)ccc1F)OCC(=O)N1CCOCC1	-6%	i	7%	0%	-6%	-2%	2%	0%
CSc1cnnc2ccccc12	2%	i	8%	10%	-7%	.	0%	1%
CC(C)CC(=O)NC(=S)Nc1ccc(N2CCOCC2)cc1	-6%	i	7%	30%	-9%	1%	-7%	1%
COc1cc(-c2nnc3sc(Cc4ccc(Cl)cc4)nn23)cc(OC)c1OC	5%	-39%[inhibitor]	-8%	4%	-8%	3%	-1%	-7%
COC(=O)c1ccc(COc2ccc(/C=N/O)cc2OC)o1	-9%	i	8%	-13%[0.397 µM]	-10%	18%	3%	5%
O=C(NCc1ccco1)c1ccc(N2CCCC2=O)cc1	-4%	i	-4%	-4%	-4%	0%	2%	2%
CC1CN(S(=O)(=O)c2cccc(C(=O)NCCC3=CCCCC3)c2)CC(C)O1 (stereo not drawn)	-16%	-90%[inhibitor]	-3%	21%	2%	22%	-2%	-3%
Cn1c(=O)cc(SCC(=O)N2CCN(C3CCCCC3)CC2)c2ccccc21	12%	i	4%	-34%[inhibitor]	6%	3%	1%	-1%
COc1ccc(/C=N/N2C(C)CCCC2C)cc1OC (stereo not drawn)	8%	i	-2%	-10%	10%	-3%	-3%	1%
COc1ccc(NC(=O)CSc2ncnc3c2nnn3-c2ccc(F)cc2)c(OC)c1	-1%	i	-3%	.	-8%	15%	-2%	12%
Cc1ccc(OC(=O)c2sc(Cl)nc2C)cc1C	2%	-29%	9%	-18%	7%	.	-21%	5%
CCOc1cc(C(=O)NC2CC(C)(C)NC(C)(C)C2)cc(OCC)c1OCC	-1%	i	12%	-5%	-9%	6%	-6%	5%
Cc1c(NC(=O)C2CCCNC2=O)c(=O)n(-c2ccccc2)n1C (stereo not drawn)	2%	i	4%	0%	-1%	-5%	-7%	3%
Cc1ccc2c(c1)NC(=O)C(CC(=O)Nc1ccc(CN3CCC(C)CC3)cc1)O2 (stereo not drawn)	-19%	i	8%	-6%	13%	-6%	10%	4%
CCOC(=O)c1cccc(NC(=O)CCNS(=O)(=O)c2ccc3c(c2)CCN3C(=O)CC)c1	0%	-20%	0%	-3%	2%	19%	3%	-2%
Cc1cc(C)c([C@@H]2C[C@H]3CN(C4CCCC4)C(=O)[C@]34CCCN24)c(-n2cccn2)c1	-24%	-4%	2%	-22%	-5%	15%	-4%	12%
Cc1nc(-c2nc(C(=O)NNS(C)(=O)=O)cs2)cs1	2%	i	12%	-16%	-1%	2%	1%	10%
CC1(C)C(=O)Nc2ccccc2N1C(=O)CSc1nnc2c(Cl)cc(Cl)cn12	-14%	-15%	16%	1%	-1%	13%	3%	10%
C=CCn1c(Cc2ccc(OC)cc2)nnc1SCC(N)=O	5%	-15%[57.5 µM]	-2%	-13%	4%	21%	-9%	0%
Cc1ccccc1CN(C)CC(=O)Nc1c(C)cccc1C(C)C	-4%	-34%[inhibitor]	4%	-20%[0.397 µM]	?	4%	4%	-9%
NS(=O)(=O)c1ccc(CNC(=O)c2ccc3ccccc3n2)cc1	6%	-35%[inhibitor]	12%	12%	9%	-4%	-2%	9%
O=C(Cn1nnc(-c2cccs2)n1)NCc1cccs1	11%	i	2%	16%	8%	9%	1%	-5%
O=C(CSc1nnc(-c2ccncc2)n1Cc1ccco1)Nc1nccs1	-1%	i	0%	-4%	16%	22%	0%	1%
FC(F)C(F)(F)Oc1cccc(Nc2nccn3c(-c4cc(C(F)(F)F)cc(C(F)(F)F)c4)cnc23)c1	?	i	4%	-11%	17%	16%	-2%	-6%
Cc1ccc(S(=O)(=O)/N=C(/NC(=S)Nc2c(C)n(C)n(-c3ccccc3)c2=O)c2ccccc2)cc1	0%	-9%	5%	3%	1%	-22%	-6%	-4%

The list continues.
SMILES	EPAC1 antagonist	PTHR1 agonist	EPAC2 ag	TDP43 rescue	EPAC2 antag	FUS suppressor	aSyn yeast inh	EPAC1 agonist
CCCc1cc(=O)n2[nH]c(C)c(-c3ccccc3)c2n1	4%	0%[57.5 µM]	0%	-7%	13%	10%	-13%	-2%
CCC/C(O)=C1\C(=O)CC(C)(C)CC1=NCCO	-3%	-14%	5%	?	5%	-22%	0%	3%
Cc1oc2cc(OC(C)C(=O)O)ccc2c(=O)c1Oc1ccccc1 (stereo not drawn)	-15%	?	-6%	-12%	-9%	-8%	1%	4%
Nc1ccc(-c2cnc(-c3ccc(N)cc3)nc2)cc1	2%	-93%[inhibitor]	3%	6%	-6%	37%	-9%	8%
CC1(C(=O)NS(=O)(=O)c2ccccc2Cl)CCN1C(=O)c1ccccc1CCc1ccccc1 (stereo not drawn)	4%	-14%	-1%	18%	12%	20%	-23%	-11%
Cc1cc(-n2c(SCc3ccccc3F)nc3n[nH]c(C)c3c2=N)ccc1Cl	-8%	-13%	3%	19%	-17%	43%	18%	7%
CC(=O)Nc1ccc(/C=C/c2nc3ccccc3o2)cc1	-11%	-24%	7%	0%	-6%	-4%	-7%	1%
COc1ccc(OCc2cc(C(=O)NCCc3ccccc3)no2)c(Cl)c1	4%	-6%	7%	7%	-13%	29%	-2%	-1%
COc1cc(OC)cc(C(=O)NCC(=O)NC(C)c2ccccc2)c1 (stereo not drawn)	-5%	i	16%	-5%	6%	-25%	-2%	7%
N#C/C(=C\c1c(N2CCCCCC2)nc2ccccn2c1=O)C(=O)NC1CCS(=O)(=O)C1 (stereo not drawn)	16%	-12%	1%	-5%	21%	.	-1%	3%
CN(CCC(=O)Nc1ccc(Cl)cc1)Cc1ccccc1	-3%	?	-1%	-13%	16%	2%	4%	-22%
CCOc1ccc(-c2noc(CCCC(N)=O)n2)cc1OC	-2%	-23%[57.5 µM]	-3%	-2%	12%	9%	-9%	3%
